High-throughput results: PubChem, The Scripps Research Institute Molecular Screening Center
TAAR1 ag: human TAAR1 agonists, primary screen, Fluo-8 calcium fluorescence, CHO RD-HGA16 cells. activation, % at 3 µM. vehicle wells 0%, saturating PEA agonist 100%. 0.99% of 360,000 active. Trace amine-associated receptor 1 (Homo sapiens), Q96RJ0. AID 624467, 2012;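 active means activation above the mean activation of all test compounds in the run plus 3 SD, cut at about 38% in these data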
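System: CHO-derived RD-HGA16 cells with stable Gα16 and human TAAR1. Times: 17-24 h plating, Fluo-8 75 min 37 °C, 30 min RT. Measured by: calcium-sensitive Fluo-8 signal, excitation 470-495, emission 515-575 nm. Read-out basis: % activation relative to PEA EC100 response. Control set: DMSO and PEA EC100. Repeats: no replicates (n 1).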
TAAR1 antagonist: human TAAR1 antagonists, primary screen, Fluo-8 calcium fluorescence, CHO RD-HGA16 cells. inhibition, % at 3 µM. 1.5% of 360,000 active. antagonist;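 active means inhibition above a per-plate cutoff, the mean inhibition of test compounds on that plate plus 3 SD, cut at about 49% in these data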;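 further: 0% = DMSO plus EC80 beta-PEA response and 100% = DMSO alone without agonist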
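System: RD-HGA16 CHO cells with stable hTAAR1 and Gα16 | Probe or stimulus: EC80 β-phenethylamine stimulus | Dosing: 3 µM, single point | Times: Dye loading 75 min at 37 °C, then 30 min room temperature | Measured by: Fluo-8 calcium-sensitive fluorescence | Read-out basis: % inhibition of agonist calcium response | Replicates: n of 1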
CHO parental Ca: ATP-evoked calcium signal inhibitors, parental CHO, primary screen, counter-screen for OX1R antagonist project, cell-based, fluorescence, Fluo-8 calcium dye. inhibition, % at 5.6 µM. AID 463079, 2010. 0.63% of 330,000 active. parental CHO-K1, ATP-induced calcium, Fluo-8 fluorescence;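 active means inhibition above that plate's mean sample inhibition plus 3 SD, cut at about 26% in these data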;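 further: 0% = ATP-challenged DMSO wells and 100% = DMSO wells without ATP; some compounds past the cut are filed as inactive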
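Assay system – parental CHO cells · Reagent – ATP stimulus · Detection – intracellular calcium via Fluo-8 no-wash fluorescent dye · Evaluation – percent inhibition of ATP-evoked calcium rise, normalized to controls · Controls – ATP wells versus no-ATP DMSO wells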
V1R ag counter: agonists of human V1a receptor, primary screen, counter-screen for OXTR agonist project, fluorescence, CHO-V1R cells; Vasopressin V1a receptor (Homo sapiens), P37288; Fluo-8 calcium fluorescence, agonist mode; 0% DMSO, 100% 3 nM vasopressin; activation, % at 3 µM; 0.25% of 320,000 active; AID 2797, 2010;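 active means activation above the mean activation of all tested compounds plus 3 SD, per screening run, cut at about 20% in these data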;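 further: signal is peak over basal fluorescence ratio across a 100 second FLIPR read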
Target sequence (P37288 whole entry, looked up): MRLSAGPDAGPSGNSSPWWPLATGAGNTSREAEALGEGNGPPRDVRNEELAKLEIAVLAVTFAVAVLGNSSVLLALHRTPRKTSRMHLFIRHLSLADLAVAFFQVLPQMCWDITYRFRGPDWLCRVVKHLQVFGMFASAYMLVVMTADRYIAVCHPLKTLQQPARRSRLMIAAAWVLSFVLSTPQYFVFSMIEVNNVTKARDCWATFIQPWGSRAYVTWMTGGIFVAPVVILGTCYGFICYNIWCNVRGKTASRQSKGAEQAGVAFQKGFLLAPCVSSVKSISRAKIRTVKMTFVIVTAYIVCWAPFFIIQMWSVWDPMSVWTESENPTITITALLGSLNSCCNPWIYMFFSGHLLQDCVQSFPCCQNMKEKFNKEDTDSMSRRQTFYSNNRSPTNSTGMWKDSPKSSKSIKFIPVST
OXTR potentiator: human OXTR potentiators, primary screen, fluorescence, CHO-OTR cells, Fluo-8 calcium; Oxytocin receptor (Homo sapiens), P30559; Fluo-8 calcium fluorescence, potentiator mode; 0% = oxytocin EC15, 100% = EC100; activation, % at 3 µM; 0.061% of 320,000 active; AID 2445, 2010;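 active means activation above that plate's cutoff, the mean activation of tested compounds plus 3 SD, cut at about 6.6% in these data, passing the limit was not always enough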;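 further: 100% uses oxytocin at 75 nM as the full agonist control; some results filed as inactive read as strong as hits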
Target sequence (P30559 whole entry, looked up): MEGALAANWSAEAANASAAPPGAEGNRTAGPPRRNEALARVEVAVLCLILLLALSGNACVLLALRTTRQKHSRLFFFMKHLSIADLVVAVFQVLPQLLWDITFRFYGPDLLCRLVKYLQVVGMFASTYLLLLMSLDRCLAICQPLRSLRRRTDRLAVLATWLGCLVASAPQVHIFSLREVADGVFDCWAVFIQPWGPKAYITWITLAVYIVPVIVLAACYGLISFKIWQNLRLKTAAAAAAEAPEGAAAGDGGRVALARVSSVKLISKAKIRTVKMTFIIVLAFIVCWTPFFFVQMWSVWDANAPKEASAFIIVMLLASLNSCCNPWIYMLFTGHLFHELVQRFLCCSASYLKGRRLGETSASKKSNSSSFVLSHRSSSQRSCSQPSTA
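System: human OTR in CHO cells; Also added: sub-maximal oxytocin, roughly EC15; Timing: compound 6 min at room temperature before oxytocin, 100 s read; Technique: Fluo-8 intracellular calcium fluorescence, ex 470-495, em 515-575 nm; Controls: oxytocin EC15 low and EC100 high; Replication: singlicate.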
M1 antag: human M1 muscarinic receptor antagonists, primary screen, CHO-K1 cells, Fluo-8 calcium fluorescence, 1536-well; Muscarinic acetylcholine receptor M1 (Homo sapiens), P11229; CHO-K1 hM1, ACh EC80 antagonist; inhibition, % at 3 µM; 1.3% of 360,000 active; AID 588852, 2011;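 active means percent inhibition above its own plate's cutoff, namely the mean of that plate's compound wells plus 3 SD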;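 further: peak over basal fluorescence ratio during 140 s after agonist addition; 0% = ACh EC80 plus DMSO and 100% = DMSO alone without agonist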
M1 PAM: human M1 muscarinic receptor positive allosteric modulators, primary screen, CHO-K1 cells, Fluo-8 calcium fluorescence, 1536-well; Muscarinic acetylcholine receptor M1 (Homo sapiens), P11229; CHO-K1 hM1, ACh EC20; 0% = ACh EC20, 100% = maximal ACh; activation, % at 3 µM; 0.088% of 360,000 active; AID 588819, 2011; in the data active means activation above about 19%, passing the limit was not always enough
OXTR ag: human OXTR agonists, primary screen, fluorescence, CHO-OTR cells, Fluo-8 calcium; Oxytocin receptor (Homo sapiens), P30559; Fluo-8 calcium fluorescence; normalized: DMSO 0%, oxytocin 100%; activation, % at 3 µM; 0.32% of 320,000 active;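 active means activation above the mean of all tested compounds plus 3 SD, cutoff set per screening run, cut at about 20% in these data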;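 further: peak over basal fluorescence ratio from a 100 s FLIPR kinetic read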
M1 ag: human M1 muscarinic receptor agonists, primary screen, Fluo-8 calcium fluorescence, CHO-K1 cells, HTS | Muscarinic acetylcholine receptor M1 (Homo sapiens), P11229 | 0.33% of 360,000 active | CHO-K1 hM1, agonist mode; 0% DMSO, 100% acetylcholine EC100 | activation, % at 3 µM;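 active means activation above the run's mean compound activation plus 3 SD, cut at about 16% in these data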;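 further: peak over basal fluorescence ratio within a 140 s kinetic read after compound addition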
* = called active by the depositor; . = no result given. The order is random. About 3.7% of those tested had a hit in this group.

SMILES	TAAR1 ag	TAAR1 antagonist	CHO parental Ca	V1R ag counter	OXTR potentiator	M1 antag	M1 PAM	OXTR ag	M1 ag
Cn1c(=O)c2c(-c3ccc(C(C)(C)C)cc3)n(CC3CCCO3)cc2n(C)c1=O (configuration not stated)	0	5	-16	0.0	3	-4	8	0.5	-4
CCOC(=O)c1ccc2[nH]c(C)c(CN3CCN(C)CC3)c(=O)c2c1	7	-11	.	.	.	-16	4	.	-4
O=C(N1CCOCC1)C(F)(F)C(F)(F)C(F)(F)C(F)(F)C(=O)N1CCOCC1	13	-7	-3	0.6	-2	-11	10	0.6	-5
O=C(N/N=C/C(Br)=C/c1ccccc1)C1CC1	3	-7	-4	-0.1	-11	-6	7	-0.2	-2
Cc1cc(C)nc(-n2ncc3c2CCCC3=O)n1	2	18	-6	-0.2	-6	-8	13	0.8	-6
COc1ccc(S(=O)(=O)Nc2ccccc2C(=O)N2CCCCC2)cc1C	2	-24	-8	5.7	-14	-12	11	-0.9	-4
CC(C)(C)c1ccc(C(CC(=O)O)NC(=O)C23CC4CC(CC(C4)C2)C3)cc1 (configuration not stated)	2	-9	-7	1.3	3	-8	20	0.3	4
O=C(NC1CCCc2c1cnn2-c1cc(F)cc(F)c1)c1ccc[n+]([O-])c1 (configuration not stated)	4	-41	-7	2.2	6	4	4	1.0	-3
C/C(=N\NS(=O)(=O)c1ccccc1)c1cc(Cl)cc(Cl)c1O	1	-39	-1	4.6	-3	3	0	0.9	-4
Cc1ccc(NS(=O)(=O)c2cccc(C(=O)NCC(c3ccco3)N3CCCC3)c2)cc1 (configuration not stated)	21	4	-15	7.1	-13	-9	10	8.9	-3
CCOc1cc(CNc2ccc3c(c2)CCC3)ccc1OC	.	.	-17	0.1	-8	.	.	-0.1	.
CC(C)N(Cc1cnn(C)c1)C(=O)C1CCC(=O)N(CCc2cccc(F)c2)C1 (configuration not stated)	1	-30	.	.	.	-11	12	.	-1
O=C(O)c1cc(-c2ccc(Br)s2)nc2ccccc12	-2	-16	.	.	.	-8	8	.	-5
O=C(NC1CCCC1)C1CCN(S(=O)(=O)c2cccc3cccnc23)CC1	10	-16	-4	0.3	-1	-16	5	0.2	-3
COc1ccc(C(=O)NC2CC(C)(C)Cc3c2cnn3-c2ccccc2C)o1 (configuration not stated)	-1	-15	-23	0.0	-5	0	-2	-0.5	-4
CC(C)(C)Nc1c2ccccc2nc2ccccc12	0	8	-13	1.8	-3	-3	-2	3.1	-6
O=C(O)CCCC(=O)Nc1ccc(Cl)cc1	16	-11	-2	0.6	3	6	3	0.2	-3
CCOC(=O)N1CCN(S(=O)(=O)c2ccc(-n3cnnn3)cc2)CC1	1	-17	-2	0.9	-9	18	-4	2.4	-4
COc1ccc(-c2[nH]ncc2CN2CCCO2)c(F)c1	-1	1	-5	1.3	-6	-14	9	1.0	-3
C#CCOCCOCCOCCNc1nc(N2CCN(C(=O)[C@H]([C@@H](C)CC)n3cc(CCCCN)nn3)CC2)nc(N2CCN(C(=O)[C@H](CCCCN)n3cc(CCCC)nn3)CC2)n1	12	0	-4	0.7	7	-5	5	0.9	-8
Cc1cc(C(C#N)c2ccccc2)n2ncnc2n1 (configuration not stated)	5	-1	-3	-0.1	-5	-19	5	-0.2	-4
Cc1ccc(OC(C)C(=O)N2CC(=O)Nc3ccccc32)cc1 (configuration not stated)	1	4	-18	0.4	-11	-19	6	0.0	-1
O=C(NCC(c1ccco1)N1CCN(c2ccccc2)CC1)c1cccs1 (configuration not stated)	-1	-14	-19	-1.6	-7	-8	14	-1.1	1
Clc1ccccc1-c1nc2nc3ccccc3nc2n1-c1ccc2c(c1)OCO2	10	49*	-16	-0.6	-11	29	-11	-1.0	-5
COc1ccc([C@H]2/C=C\CN(S(=O)(=O)c3cccc4cccnc34)[C@@H](C)C(=O)N2Cc2ccc(F)cc2)cc1	7	41	-10	0.9	-13	11	-5	0.6	-3
CN(C)N=Nc1ccc(S(=O)(=O)/N=C(\O)c2ccccc2)cc1	4	-4	-3	2.3	6	-2	6	0.3	0
Cc1cc(N2C3CCC2CC(O)(c2ccc(F)cc2)C3)nc(-c2ccccc2)n1 (configuration not stated)	5	10	-3	0.5	-7	-22	6	-0.1	1
CC1CCCCN1C(=O)CSc1nc2ncccc2[nH]1 (configuration not stated)	1	-14	6	0.1	-5	0	0	-0.5	-2
Nc1ncn(C(=O)c2ccco2)n1	2	-13	-3	0.3	-8	-16	-3	0.4	-1
CCOC(=O)C1(CCCc2ccccc2)CCN(C(=O)CSC)CC1	-1	7	-14	1.2	-1	-10	3	-2.7	-2
Cc1cc(C)c(NC(=O)C2CCC(=O)N2)c(C)c1 (configuration not stated)	2	-1	-14	1.9	-6	-13	12	1.4	-3
CC(c1ccccc1)n1c(CO)nc2ccccc21 (configuration not stated)	2	4	-3	0.3	-6	-21	9	-0.6	-4
Cc1cccc(NC(=O)[C@@H](CC(C)C)NC(=O)[C@@H]2Cc3ccccc3CN2)c1	2	-19	-32	1.7	-5	-13	10	2.1	0
COc1ccc(OC)c(C(C(=O)NCc2ccco2)N(C(=O)Cn2nnc3ccccc32)C(C)C)c1 (configuration not stated)	0	16	-20	0.1	-3	-18	0	-0.4	-4
OC1(c2ccc(Cl)cc2)CCN(Cc2c[nH]c3ccccc23)CC1	27	14	-6	2.0	-14	-17	-10	9.2	22*
NS(=O)(=O)c1cccc(NC(=O)CCSc2ccc(Cl)cc2)c1	3	13	-7	0.0	1	0	4	0.9	-5
CCn1c(=O)c2sccc2n(CC(=O)NC2CCCCC2)c1=O	4	-18	-3	-0.6	-1	-20	10	-0.7	-3
COC(=O)c1c(C)[nH]c(C(=O)OCC(=O)c2ccc(C)s2)c1C	7	9	-8	3.1	-6	-10	4	4.1	-4
CCn1ncc([N+](=O)[O-])c1C(=O)N1CCCC1	21	3	14	0.1	-12	-10	14	-0.1	-3
COc1ccc(N(CC(=O)NCc2ccccc2Cl)S(=O)(=O)c2c(C)n[nH]c2C)cc1	2	3	-23	0.6	-7	-3	3	0.2	-4
Cc1ccc(CNC(=O)/C(C#N)=C\c2ccc(N(C)C)cc2)cc1	.	.	10	5.9	-10	.	.	6.8	.
CC1=C(C(=O)OC2CCCC2)C(c2coc3ccccc3c2=O)C2=C(CC(C)(C)CC2=O)N1 (configuration not stated)	2	-34	-3	-1.7	1	-16	5	0.6	-2
S=C(NCCc1ccccn1)Nc1cc(Cl)cc(Cl)c1	7	18	5	7.3	-14	-7	2	5.5	2
O=C(N/N=C/c1ccc(Cl)cc1Cl)c1ccc2nc[nH]c2c1	7	7	-8	0.8	6	6	0	0.8	-2
O=C(/C=C/c1ccc(Cl)cc1)NC(=S)Nc1ccccc1C(=O)O	5	-2	20	-0.8	-16	-9	7	-1.7	-1
Cn1cc(SCC(N)=O)c2ccccc21	2	15	6	0.5	-4	-5	2	-1.1	0
Cc1cc(C)cc(NC(=O)c2ccc3nc[nH]c3c2)c1	7	1	0	0.9	-14	3	-6	0.2	-2
CC(C)(CO)NCC(=O)Nc1cc(C(F)(F)F)cc(NC(=O)CNC(C)(C)CO)c1Cl	2	-8	0	0.8	-10	-5	6	0.1	-5
CCOc1ccccc1-n1cnc2cc(C(=O)NCc3ccco3)ccc21	6	17	-29	2.7	3	-1	-14	-0.7	-3
COC(=O)[C@H](C)NC(=O)NCc1ccccc1	3	-23	-12	-1.5	-1	-9	4	-1.0	-3

Compound profiles, from the list above. Order of screens: TAAR1 ag	TAAR1 antagonist	CHO parental Ca	V1R ag counter	OXTR potentiator	M1 antag	M1 PAM	OXTR ag	M1 ag
Shown for CCOc1ccccc1-n1cnc2cc(C(=O)NCc3ccco3)ccc21 → 6	17	-29	2.7	3	-1	-14	-0.7	-3
Shown for Cn1cc(SCC(N)=O)c2ccccc21 → 2	15	6	0.5	-4	-5	2	-1.1	0

Other structures follow.
SMILES	TAAR1 ag	TAAR1 antagonist	CHO parental Ca	V1R ag counter	OXTR potentiator	M1 antag	M1 PAM	OXTR ag	M1 ag
C=CCNC(=O)c1n[nH]c2c1CC(C(C)(C)CC)CC2 (configuration not stated)	9	-1	-16	-1.2	-4	20	-12	-2.6	-10
Cc1cc(N2CCOCC2)nc2ccc(NC(=S)NC(C)C)cc12	1	-13	-3	0.2	-13	-12	14	-1.2	-6
S=C(c1ccccc1)N1CCSCC1	2	-2	-5	0.8	-12	-8	11	-0.1	-5
C=CCNC(=O)c1ccc2c(c1)nnn2C	21	-8	-10	2.1	-2	-8	4	0.3	-2
Nc1ncnc2c1ncn2[C@@H]1O[C@H](CNC(=O)[C@@H](N)C2CCCCC2)[C@@H](O)[C@H]1O	2	1	-11	.	.	-9	5	.	-1
CN(C(=O)c1cccc(NC(=O)Cc2cccc(NC(=O)C3CCN(C(=O)C4CC4)CC3)c2)c1)C1CCC1	1	-8	.	.	.	-8	2	.	-3
Cc1sc(NC(=O)c2ccco2)c(CN2CCCCC2)c1C	0	-2	-15	0.0	-7	1	5	-1.9	-2
COc1ccccc1C(=O)NC(=O)COC(=O)CCOc1cc(C)ccc1C	5	-13	-11	0.3	-7	-6	6	-0.6	-2
c1ccc(Cc2noc(CN3CCCC(CN4CCOCC4)C3)n2)cc1 (configuration not stated)	1	-15	-5	0.5	3	11	-16	0.6	-8
COc1ccc(OC)c2c(C)cc(N3CCN(C(=O)c4ccc(Cl)cc4)CC3)nc12	0	18	-34	-1.3	-5	-2	-2	-1.5	-9
Fc1ccc(N/N=C2/CC(c3ccccc3)Oc3ccccc32)c(F)c1 (configuration not stated)	-1	-6	-18	-1.6	-5	-10	5	-2.7	-8
Cc1cc(C)n2ncc(C(=O)NC3CCCCC3)c2n1	1	1	-19	-0.5	-6	-7	11	-0.6	-7
